mHtt clearance: compounds clearing mutant huntingtin protein. HeLa Exon1htt(103Q)mCFP, aggregate imaging; zero = plate's median compound well. inhibition, % at 1.5 µM. 0.42% of 47,000 active;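 active = inhibition of aggregate fluorescence above about 70%, also judged a hit by eye on the cell image, limit read from the data, passing the limit was not always enough; inconclusive = no rule stated for this call; inactive = not judged a hit on image review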;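 note: cells exposed to compound for three days before fixation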
mHtt clearance grain fraction: second read-out of mHtt clearance, no call of its own (marks repeat the call); fraction fluorescence in grains; measured here: aggregate grain fluorescence fraction; hits give low values;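 scaled fraction of total cell fluorescence in grains with unit not stated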
* = called active by the depositor; u = inconclusive; x = no result given. A portion of the library; count on the stated rates, not on these rows.

canonical_smiles	mHtt clearance	mHtt clearance grain fraction
Cc1ccc(NC(=O)CS(=O)Cc2nc(-c3ccc(C)cc3)oc2C)cc1 (stereo not drawn)	5.8	31.6
CCOC(=O)c1snc2c(=O)[nH]cnc12	4.7	34.5
CC(NC(=O)c1ccc(CS(=O)(=O)Cc2ccccc2F)o1)c1ccc2c(c1)OCCO2 (stereo not drawn)	57.1	9.2
O=C1C2C3C=CC(C3)C2C(=O)N1c1ccc2c(c1)OCO2 (stereo not drawn)	41.0	22.1
CCOCCn1c(CN(Cc2ccccc2)Cc2ccccc2)nc2c1c(=O)[nH]c(=O)n2C	21.2	17.2
Cc1cc(NCCCN2CCOCC2)n2nc(C)c(-c3ccccc3)c2n1	0.9	35
COC(=O)c1cc2ccsc2n1CC(=O)Nc1cc(Cl)ccc1OC	-107.3	91.6
CCC(=O)n1nc(-c2ccco2)nc1N	13.9	15.9
CCCCNC(=O)CNC(=O)c1cccs1	23.8	30.4
COc1cccc(Nc2ncc(C(=O)O)c3ccccc23)c1	-30.6	48
O=C(CSc1nnc(Nc2ccccc2F)s1)NCc1ccco1	-10.6	41
CCc1ccc(CCC(=O)Nc2sc3c(c2C#N)CCCC3)o1	-3.4	38.6
O=C1C=C(NCCN2CCOCC2)CC(c2ccccc2)C1 (stereo not drawn)	35.3	23.9
CC(C)N=C(NC#N)SCC(=O)NC(C)(C)C	54.4	15.5
COc1cccc(C(=O)N2CCN(Cc3ccccc3C(F)(F)F)CC2)c1	28.4	28.1
CCOC(=O)/C(=C\Nc1ccccc1C(F)(F)F)Sc1ncc(C(F)(F)F)cc1Cl	1.4	31.3
CSCCC(C(=O)Nc1ccc2c(c1)OCO2)N1C(=O)c2ccccc2C1=O (stereo not drawn)	17.6	14.6
O=C(O)CNS(=O)(=O)c1cc(Cl)c(Cl)cc1Cl	-2.8	20.4
Cn1c(CN2CCCCC2)nc2cc(NC(=O)c3cccs3)ccc21	1.1	18.4
Cc1noc(C)c1C(=O)OCC(=O)NCCC1=CCCCC1	-19.0	41.7
CCOC(=O)c1cnn2c(C)cc(-c3ccc(F)cc3)nc12	8.0	18.6
Cc1nc2c(C(=O)NCc3ccco3)cnn2c(C)c1Cc1ccc(F)cc1Cl	-24.6	45.9
Cc1nc(-c2cccc(S(=O)(=O)N3CCOCC3)c2)cs1	37.4	13
Cc1nc(SCc2ccccc2C)n[nH]1	-97.3	33
Cc1c(Cl)cccc1NC(=O)Cn1cccc1	-15.0	42.2
C=CCn1c(-c2ccc(N)cc2)nc2ccccc21	-72.3	83.2
CCCCSC1=C(C#N)C(c2ccccc2C)CC(=O)N1 (stereo not drawn)	8.6	44.2
Cc1c(Cc2ccccc2)sc(N)c1C(N)=O	-113.4	41.4
C=CC(O)(C#CCN(CC)CC)c1ccccc1 (stereo not drawn)	4.2	18.5
Cn1c(=S)n(/N=C/c2ccc3c(c2)OCO3)c2ccccc21	-8.1	39.2
Cc1cccc(NC(=O)c2cc3c(n(-c4ccccc4)c2=O)CCCC3=O)n1	26.9	13
O=C(Nc1ccccc1)N1CCn2c(nc3ccccc32)C1	29.6	25.9
COCc1cc(C)nc(N2CCCCC2)c1C#N	13.2	15.2
C=CCn1c(SCC(=O)c2cc(C)n(CC3CCCO3)c2C)nnc1-c1ccccc1 (stereo not drawn)	-48.0	53.6
CCOC(=O)Nc1c(O)ccc2oc(C)c(-c3ccccc3)c12	-17.1	22.6
Cc1ccc(C)c(CN2C(=O)C3CCCN3c3ccc(C#N)cc32)c1 (stereo not drawn)	-41.9	55.1
COCCCN(C(=O)Nc1ccccc1)C(C)c1ccncc1 (stereo not drawn)	-11.4	55.4
Fc1ccc(C(c2nnnn2Cc2ccco2)N2CCN(C3CCCCC3)CC2)cc1 (stereo not drawn)	-35.9	22.2
NC(=O)c1ccccc1OCC(=O)NS(=O)(=O)c1ccccc1	17.6	30.8
CN(CP(=O)(O)CCc1ccccc1)S(C)(=O)=O	-28.8	27
CC1c2[nH]c3ccccc3c2CCN1C(=O)Nc1ccccc1 (stereo not drawn)	-10.7	18.1
CC12CCC(C(=O)NCc3ccccn3)(OC1=O)C2(C)C (stereo not drawn)	-13.1	20.1
COc1ccc(CN/C=C2\CCCCC2=O)cc1	18.4	15.3
CCOC(=O)CSc1nnc(CNC(=O)c2ccc(S(=O)(=O)N3CCCCC3)cc2)n1C	33.3	22.6
CCCCN(CCCC)c1nc2ccccc2nc1NS(=O)(=O)c1ccc(NC(C)=O)cc1	21.6	15.4
Cc1ccc2oc(-c3ccco3)nc2c1	9.1	35.6
Cc1cc(O)ccc1C1(c2ccc(O)cc2C)OC(=O)c2ccccc21	70.3*	5.64*
O=C(Nc1ccon1)c1cc2c(s1)CCCCCC2	u	x
CC1=CC(C)(C)N(C(=O)CN2C(=O)c3ccccc3C2=O)c2ccc(C)cc21	18.9	15.7
O=C(c1ccccc1)c1ccc(C(=O)N2CCN(c3ccc(F)cc3)CC2)o1	-42.8	28.9

Further compounds.
canonical_smiles	mHtt clearance	mHtt clearance grain fraction
Cc1nc2ccc(N)cc2s1	-149.9	124
CC1(C)CC2(CCO1)OC(=O)CC2C(=O)NCCc1ccccc1 (stereo not drawn)	21.7	27.4
CC(C)COc1ccc(-c2nnc(-c3ccncc3)o2)cc1	-23.1	45.4
CC(C)C12CN3CC(C(C)C)(CN(C1)C3c1ccco1)C2=O (stereo not drawn)	33.5	25.7
Cc1cc(NC(=O)CSc2nccn2-c2ccc(F)cc2)no1	-37.7	23.2
O=C1NC(Nc2nccs2)(C(F)(F)F)C(=O)N1CCc1ccccc1 (stereo not drawn)	22.1	29.2
O=c1c2ccccc2sn1-c1cc(S(=O)(=O)N2CCOCC2)ccc1N1CCCC1	16.6	16.2
COc1cc(CC(=O)Nc2ccc(S(=O)(=O)N(C)C)cc2)cc(OC)c1OC	7.3	33
CSc1nnc(C)c(/C=C/Nc2ccc(C)cc2)n1	-15.3	35.9
CC(=O)NCCn1c(SCc2cc(=O)n3cc(Cl)ccc3n2)nc2ccccc2c1=O	19.9	30
COc1cc(NS(=O)(=O)c2ccc3c(c2)oc(=O)n3C)cc(OC)c1OC	39.7	29.1
O=C(CN1CCC(n2nnc3cc(F)ccc32)CC1)NCCc1nc2ccccc2[nH]1	-49.7	60.3
CCN(CC(=O)Nc1ccc2c(c1)CCC2)Cc1nc2ccccc2c(=O)[nH]1	-8.4	40.5
Cc1ccc2[nH]c(=O)c(C3C(C#N)=C(N)Oc4c3ccc3cccnc43)cc2c1 (stereo not drawn)	-15.0	21.4
Cc1cccc2sc(NC(=O)c3ccc(Cl)s3)nc12	-44.9	53.5
CCCCCC(=O)Nc1ccc(N2CCN(C(=O)c3ccccc3)CC2)cc1	24.1	13.9
O=C(NCc1ccco1)c1cnn2c(C(F)F)cc(-c3ccccc3)nc12	-56.1	30.8
COC(=O)C(C(=O)Nc1cc(C)on1)C1CCCCCC1 (stereo not drawn)	21.6	36.3
Clc1ccc(Cc2ccc(Cl)nn2)c(Cl)c1	-10.1	23.6
Cc1ccc(S(=O)(=O)Cn2nnnc2C(C)N2CCN(C(=O)c3ccco3)CC2)cc1 (stereo not drawn)	27.2	26.8
COC(=O)C(NC(=O)c1ccco1)(Nc1ccc(Br)cn1)C(F)(F)F (stereo not drawn)	0.8	34.3
Cc1ccc(Cn2nnc3c(=O)[nH]c(C4CCN(C(=O)Cc5cccs5)CC4)nc32)cc1	-10.4	41
CC(=O)Oc1c(C)cc(O)c2ccccc12	-12.6	23.1
CCC(=O)Nc1cccc(-c2nc3ccccc3o2)c1	-4.4	19.3
CC(C)N(Cc1nc(-c2ccccc2)no1)C(=O)c1ccc(Cl)cc1	27.0	24.5
O=C(CSCc1cccc(Br)c1)N=Nc1c(O)[nH]c2ccccc12	38.9	13.1
Cc1cc(C)nc(SC2CCCCC2O)n1 (stereo not drawn)	-19.4	24.1
CCOC(=O)c1[nH]c2cc3c(cc2c1NC(=O)CN1CCC(C)CC1)OCO3	24.0	27.9
COc1cc(CNC2CCCCCC2)cc(OC)c1	-33.6	28.1
COc1ccc(-c2cc(C(F)(F)F)nc(-n3cc(Br)cn3)n2)cc1	51.3	9.47
CC1CCN(CCCOc2ccc(OCc3ccccc3)cc2)CC1	-25.3	49.1
CS(=O)(=O)Nc1ccccc1Oc1ccccc1	-29.5	21.7
CCOc1cc(C2C3=C(CCCC3=O)N(C)C3=C2C(=O)CCC3)cc(Cl)c1O	-37.2	24.1
C/C(Cl)=C\Cn1c(N2CCCC2)nc2c1c(=O)[nH]c(=O)n2C	9.7	17.7
CCN(Cc1ccncc1)C(=O)c1cccs1	0.8	20.6
CCOc1ccc(C(=O)Cc2cc(OC)c(OC)cc2[N+](=O)[O-])cc1	35.0	21.7
CCOc1ccccc1-n1c(SCC(N)=O)nnc1-c1ccco1	31.4	29.6
O=C(O)c1oc2ccccc2c1CN1CCN(c2ccccc2)CC1	16.1	17.3
Cc1nn2c(-n3ccnc3C)c3c(nc2c1-c1ccccc1)CCC3	-8.9	21.9
Clc1ccc(-c2nc(Cc3ccccc3Cl)no2)cc1	-4.1	41.3
CCN1CCN(CC(O)COc2ccc(Cl)cc2)CC1 (stereo not drawn)	-3.9	29
Cc1ccc(-c2[nH]nc3c2C(c2ccccc2OC(=O)N2CCOCC2)C(C#N)=C(N)O3)cc1 (stereo not drawn)	-48.3	60.1
C(=N\n1cnnc1)/c1ccccc1OCCOc1ccccc1	-20.3	48.8
COC(=O)c1sccc1NS(=O)(=O)c1ccc(OC)cc1	-54.4	69
O=C(c1ccccc1)N1CCC(c2nc3c(nnn3Cc3ccco3)c(=O)[nH]2)CC1	-7.1	35.9
Cc1ccc(C(=O)Nc2ccncc2)o1	37.5	10.4
COc1ccc(N2CCN(C(=O)CCCN3C(=O)c4cccc5cccc(c45)C3=O)CC2)cc1	24.9	29.2
O=C(Nc1ccnc(-c2cccnc2)n1)c1ccc(Cl)c(Cl)c1	12.9	34.1
COc1ccc(NC(=O)Cn2nc3n(c2=S)CCC3)cc1	-48.5	50.2
Cc1[nH]nc2c1C(c1cccc(O)c1)C1=C(CC(C)(C)CC1=O)N2 (stereo not drawn)	-0.5	20.3

Of the compounds above, these have an aryl thioether with sulfur outside any ring:
canonical_smiles	mHtt clearance	mHtt clearance grain fraction
O=C(CSc1nnc(Nc2ccccc2F)s1)NCc1ccco1	-10.6	41
CCOC(=O)/C(=C\Nc1ccccc1C(F)(F)F)Sc1ncc(C(F)(F)F)cc1Cl	1.4	31.3
Cc1nc(SCc2ccccc2C)n[nH]1	-97.3	33
C=CCn1c(SCC(=O)c2cc(C)n(CC3CCCO3)c2C)nnc1-c1ccccc1 (stereo not drawn)	-48.0	53.6
CCOC(=O)CSc1nnc(CNC(=O)c2ccc(S(=O)(=O)N3CCCCC3)cc2)n1C	33.3	22.6
Cc1cc(NC(=O)CSc2nccn2-c2ccc(F)cc2)no1	-37.7	23.2
CSc1nnc(C)c(/C=C/Nc2ccc(C)cc2)n1	-15.3	35.9
CC(=O)NCCn1c(SCc2cc(=O)n3cc(Cl)ccc3n2)nc2ccccc2c1=O	19.9	30
Cc1cc(C)nc(SC2CCCCC2O)n1 (stereo not drawn)	-19.4	24.1
CCOc1ccccc1-n1c(SCC(N)=O)nnc1-c1ccco1	31.4	29.6

The listing continues.
canonical_smiles	mHtt clearance	mHtt clearance grain fraction
O=C(CCNC(=O)Cn1ccc2ccccc2c1=O)NCCN1CCN(c2cccc(Cl)c2)CC1	-230.9	108
CCOc1cc2c(C#N)c(N3CCCCC3)nc(N)c2c(N)n1	-16.4	22.6
O=S(=O)(c1cccc2nsnc12)N1CCN(c2ncccn2)CC1	-16.9	19.1
COC(=O)C(C)Sc1snnc1-c1ccccc1 (stereo not drawn)	-7.0	40.4
CCc1ccccc1NC(=O)C(CC)Sc1nc2cc3c(cc2c(=O)n1Cc1ccco1)OCO3 (stereo not drawn)	-49.0	30
Cc1cc(=O)oc(C)c1C(=O)NCc1cccnc1	-19.3	44.9
Cc1nnc(Sc2nc3c(c(=O)n(C)c(=O)n3C)n2Cc2ccccc2Cl)s1	38.3	11
CCCNC(=O)c1cc(-c2ccc(OC)cc2)on1	16.3	18.9
O=C(NCCc1ccc(Cl)cc1)C1CCC(=O)N1C1CCCC1 (stereo not drawn)	35.6	13.3
Cc1cc(=O)oc(C)c1C(=O)NCC1COc2ccccc2O1 (stereo not drawn)	-60.0	32.4
CC(C)(C)SCCNC(=O)CN(c1ccc(F)cc1)S(C)(=O)=O	10.7	35.3
COc1cc(S(=O)(=O)NCC2COCCO2)ccc1-n1cnnn1 (stereo not drawn)	17.7	30.8
COc1ccc(N2CC(O)=C(c3nc(C)cs3)C2=N)cc1	28.3	24.2
COc1cc(C(=O)Oc2cccc(Nc3ncnc4ccccc34)c2)cc(OC)c1OC	-18.9	39.8
CCC(C)(C)n1nnnc1C(C(C)C)N1CCC(C(N)=O)CC1 (stereo not drawn)	22.4	16
